# RGS4 inh = human RGS4 inhibition | AID 463165 | HEK293 M3R/RGS4 inducible, Fluo-4 calcium flux; stronger effect = higher value; triggered by carbachol at its EC20 | P49798 | B-score at 10 µM | actives 0.45% (n = 310,000);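 active = B-score, a plate-corrected calcium signal, over three deviations above library mean, with baseline fluorescence within five deviations of library mean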;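 also: RGS4 expression induced by doxycycline in cells with stable M3 receptor; B-score is computed from the integrated fluorescence ratio over baseline after carbachol; higher B-score means a larger calcium signal and so more RGS4 inhibition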
# Target sequence (P49798 whole entry, looked up): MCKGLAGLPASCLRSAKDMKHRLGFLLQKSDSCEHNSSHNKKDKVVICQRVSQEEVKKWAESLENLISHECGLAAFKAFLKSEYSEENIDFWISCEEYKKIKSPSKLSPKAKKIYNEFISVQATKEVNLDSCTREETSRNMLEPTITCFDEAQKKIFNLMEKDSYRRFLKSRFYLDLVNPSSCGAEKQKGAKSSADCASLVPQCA
# MrgX1 antag = blocks BAM8-22 activation of human MrgX1 receptor; MRGX1-HEK293 calcium flux, Fluo-4, BAM8-22 antagonism; stronger effect = lower value; actives 1.3% (n = 310,000); Q96LB2; B-score at 10 µM;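 active = calcium-response B-score plate-corrected more than 3 library SD below zero, starting fluorescence within 5 deviations, no agonist response on first addition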;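 also: peak minus trough fluorescence over baseline after final BAM8-22 challenge near maximal dose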
# Target sequence (Q96LB2 whole entry, looked up): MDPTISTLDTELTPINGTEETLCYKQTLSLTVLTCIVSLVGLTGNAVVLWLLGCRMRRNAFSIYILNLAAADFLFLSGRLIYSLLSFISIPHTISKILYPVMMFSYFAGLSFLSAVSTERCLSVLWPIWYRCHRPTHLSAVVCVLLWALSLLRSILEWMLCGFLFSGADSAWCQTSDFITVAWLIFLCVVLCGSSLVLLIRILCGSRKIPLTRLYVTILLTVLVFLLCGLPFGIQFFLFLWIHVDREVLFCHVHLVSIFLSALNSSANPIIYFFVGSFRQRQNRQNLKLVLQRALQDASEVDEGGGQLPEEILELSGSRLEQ
# TMEM16A act = mouse TMEM16A channel activation, primary screen; HEK293 TMEM16A/YFP-H148Q/I152L, iodide quench fluorescence; stronger effect = lower value; actives 0.3% (n = 340,000); B-score at 10 µM;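 active = fluorescence-ratio B-score plate-corrected deviation score at least 3 library SD below zero, with starting fluorescence score within 5 deviations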;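 also: channel opened by trigger with iodide after compound preincubation; score built on the fluorescence ratio of max minus min over baseline; more negative score means more quench and so TMEM16A activation or potentiation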
# HDAC3 inh = blocks human histone deacetylase 3; O15379; recombinant HDAC3, fluorogenic peptide/trypsin coupled, fluorescence; inhibition, % at 8.3 µM; actives 0.15% (n = 320,000); AID 2718; in the data active = inhibition above about 26%, passing the limit was not always enough; inconclusive = no clear call, values can overlap the other calls
# Target sequence (O15379 whole entry, looked up): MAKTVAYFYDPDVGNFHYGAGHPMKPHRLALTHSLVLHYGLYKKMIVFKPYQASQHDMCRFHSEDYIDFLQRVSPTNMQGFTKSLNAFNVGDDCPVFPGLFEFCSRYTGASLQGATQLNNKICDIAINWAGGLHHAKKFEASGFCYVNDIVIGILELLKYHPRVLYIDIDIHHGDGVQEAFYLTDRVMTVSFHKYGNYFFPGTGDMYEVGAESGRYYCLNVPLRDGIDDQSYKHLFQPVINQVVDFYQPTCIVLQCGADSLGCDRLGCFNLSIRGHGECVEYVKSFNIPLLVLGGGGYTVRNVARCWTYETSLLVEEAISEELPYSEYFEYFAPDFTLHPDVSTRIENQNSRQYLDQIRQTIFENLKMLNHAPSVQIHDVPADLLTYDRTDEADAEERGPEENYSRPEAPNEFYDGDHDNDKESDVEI
# ANO1 block = inhibitors of mouse TMEM16A calcium-activated chloride channel; Q8BHY3; HEK293 TMEM16A/YFP iodide influx fluorescence, ionomycin; normalized B-score (activity score, 25-100; higher = stronger inhibition) at 10 µM; actives 1.2% (n = 310,000); AID 588511;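 active = ratio plate-corrected score three or more library SD toward inhibition, starting fluorescence score within five deviations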;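 also: score derived from kinetic fluorescence span divided by baseline fluorescence per well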
# TRPC6 activator = activates the mouse TRPC6 cation channel. AID 2550. Q61143. B-score at 10 µM. actives 0.13% (n = 310,000). HEK293-TRPC6 membrane potential dye fluorescence; stronger effect = higher value;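 active = B-score of the integrated fluorescence ratio above library mean plus 3 SD, and starting fluorescence ratio within library mean plus 5 SD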;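 also: higher score means more depolarization so channel activation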
# RGS4 act = RGS4 potentiation or activation; HEK293 M3R/inducible RGS4, carbachol calcium flux Fluo4; stronger effect = lower value; B-score at 10 µM; actives 0.92% (n = 310,000);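 active = B-score of the integrated calcium signal more than 4 SD below the library mean, with starting fluorescence not abnormally high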;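 also: negative B-score means reduced calcium response which marks RGS4 activation or potentiation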
#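 Assay system: HEK293 FlpIn-TREx cells, stable M3R, doxycycline-inducible RGS4 / Probe or stimulus: carbachol, ECmax concentration / Times: overnight RGS4 induction, 30 min dye load 37 °C, 20 min compound RT / Signal: kinetic calcium fluorescence imaging with Fluo4-AM dye, 2 µM / Measure: Agonist-evoked peak-minus-minimum fluorescence over baseline, integrated ratio, B score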
# SKKanGAS inh = inhibitors of SKKanGAS S. pyogenes growth in kanamycin (SK-promoter or general growth effect) | BacTiter-Glo, 6 h | inhibition, % at 7.5 µM | actives 1.3% (n = 300,000) | AID 1662;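 active = mean replicate score, as percent of positive control median, at least 50; inconclusive = mean below 50 but one replicate at or above 50; inactive = mean and every replicate below 50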;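 also: strain carries kanamycin resistance gene driven by streptokinase promoter and grows in 40 µg/ml kanamycin; loss of luminescence reflects streptokinase promoter inhibition or plain growth inhibition; 0% = median of DMSO wells and 100% = positive control at its reference dose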
# TRPC6 inh = inhibitors of mouse TRPC6 channel; Q61143; HEK293-TRPC6, membrane potential dye, ACh-evoked depolarization; stronger effect = lower value; B-score at 10 µM; actives 1.1% (n = 310,000); AID 2553;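 active = B-score under library mean minus 3 SD, initial fluorescence not abnormally high, positive integrated signal ratio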;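 also: B-score derived from integrated fluorescence ratio over the kinetic read; more negative B-score means stronger inhibition of depolarization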
# MrgX1 allo act = human MrgX1 positive allosteric modulation, primary screen; MrgX1-HEK293, Fluo-4 calcium flux, FDSS; stronger effect = higher value; actives 0.63% (n = 310,000); Q96LB2; B-score at 10 µM;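 active = plate-corrected calcium response at least 3 library SD above typical, normal starting fluorescence, not activating the receptor alone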;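 also: compound read alongside a low EC10 to EC30 dose of BAM8-22 agonist; peak minus trough fluorescence over baseline measured at the second addition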
# MrgX1 agonist = agonists of human MrgX1 receptor. AID 588627. MrgX1-HEK293 cells, Fluo-4 calcium fluorescence, agonist mode; stronger effect = higher value. B-score at 10 µM. actives 0.44% (n = 310,000);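 active = calcium response B-score plate-corrected fluorescence ratio at least 3 library SD, with starting fluorescence B-score inside 5 SD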
#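 Material: MrgX1-expressing HEK293 cells / Dosing: compound as first of three additions / Incubation: overnight seeding, then 1 h dark dye loading / Signal: Fluo-4 NW calcium fluorescence / Evaluation: B-scored fluorescence response ratio / Benchmarks: positive and negative control wells on each plate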
# * marks the source's active call; other numbers are inactive results; i = inactive; ? = inconclusive; / = no result given.
SMILES,RGS4 inh,MrgX1 antag,TMEM16A act,HDAC3 inh,ANO1 block,TRPC6 activator,RGS4 act,SKKanGAS inh,TRPC6 inh,MrgX1 allo act,MrgX1 agonist
O=C(O)C1C2CCC(O2)C1C(=O)NCc1ccncc1 (stereo not drawn),i,i,i,1,i,i,i,-4,i,i,i
C=CCNCCCCOc1c(Cl)cc(C)cc1Br,i,i,i,7,i,i,i,1,i,i,i
COC(=O)c1ccc2[nH]cc(CCO)c2c1,i,i,i,10,i,i,i,7,i,i,i
O=C(CSc1ccc2nnc(-c3cccc(F)c3)n2n1)NCc1ccco1,i,i,i,-6,i,i,i,2,i,i,i
O=C(N/N=C/c1ccccc1F)c1cc2c(ccc3ccccc32)o1,i,i,i,-25,i,i,i,-8,i,i,i
COc1cccc(-c2nnc3sc(-c4ccc(C)cc4)nn23)c1,i,i,/,-6,i,i,i,-8,i,i,i
O=c1c2[nH]c3ccccc3c2ncn1CCCn1ccnc1,i,i,i,-2,i,i,i,-2,i,i,i
CC(NC(=O)C1CCC(=O)N1Cc1ccc(F)cc1)c1ccc2c(c1)OCCO2 (stereo not drawn),i,i,i,-3,i,i,i,-4,i,i,i
Cc1ccc(S(=O)(=O)c2c(C)c(C)c(C)[nH]c2=O)cc1,i,i,i,0,i,i,i,4,i,i,i
C=CCOc1cccc(/C=N/NC(=O)CN2CCCCC2)c1,i,i,i,8,i,i,i,2,i,i,i
Cc1ccc(C(c2nnnn2CC2CCCO2)N2CCN(Cc3ccccc3)CC2)cc1 (stereo not drawn),i,i,i,2,i,i,i,-11,i,i,i
COc1ccc(NC(=O)NC2CC3CCCC(C2)N3Cc2ccccc2)cc1 (stereo not drawn),i,i,i,-2,i,i,i,-5,i,i,i
CC(=O)Nc1ccc(S(=O)(=O)N2CCN=C2SCc2cccc(C)c2)cc1,i,i,i,7,i,i,i,41,i,i,i
CC(NC(=O)NC1CCCCC1)c1ccc2c(c1)OCO2 (stereo not drawn),i,i,i,1,i,i,i,-1,i,i,i
CC(C)(C)n1nnnc1C(c1ccncc1)N1CCN(C2CCCCC2)CC1 (stereo not drawn),i,i,i,1,i,i,i,5,i,i,i
O=C1c2cccc3c([N+](=O)[O-])c(O)cc(c23)C(=O)N1Nc1ccccc1,6.3*,i,i,3,i,i,i,7,i,i,i
COc1ccc(-c2ccc3nnc(SCC(=O)Nc4ccc(NC(C)=O)cc4)n3n2)cc1,i,i,i,-1,i,i,i,19,i,i,i
CC(=O)c1cccc(NC(=O)NC(C)C2CCCO2)c1 (stereo not drawn),i,i,i,-1,i,i,i,-1,i,i,i
O=C(N/N=C/CCc1ccccc1)C1CCCCC1,i,i,i,1,i,i,i,-5,i,i,i
COc1cc(C(=O)N2CCN(Cc3ccccc3C(F)(F)F)CC2)cc(OC)c1OC,i,i,i,8,i,i,i,-4,i,i,i

# Sorted by SMILES length (low to high): some entries from above.
SMILES,RGS4 inh,MrgX1 antag,TMEM16A act,HDAC3 inh,ANO1 block,TRPC6 activator,RGS4 act,SKKanGAS inh,TRPC6 inh,MrgX1 allo act,MrgX1 agonist
O=C(N/N=C/c1ccccc1F)c1cc2c(ccc3ccccc32)o1,i,i,i,-25,i,i,i,-8,i,i,i
Cc1ccc(S(=O)(=O)c2c(C)c(C)c(C)[nH]c2=O)cc1,i,i,i,0,i,i,i,4,i,i,i
Cc1ccc(C(c2nnnn2CC2CCCO2)N2CCN(Cc3ccccc3)CC2)cc1 (stereo not drawn),i,i,i,2,i,i,i,-11,i,i,i

# The results go on:
SMILES,RGS4 inh,MrgX1 antag,TMEM16A act,HDAC3 inh,ANO1 block,TRPC6 activator,RGS4 act,SKKanGAS inh,TRPC6 inh,MrgX1 allo act,MrgX1 agonist
Cc1cc(F)ccc1S(=O)(=O)N(C(=O)c1ccncc1)c1ccc(OC(=O)c2ccncc2)cc1,i,i,i,1,i,i,i,-2,i,i,i
Cc1ccc(NC(=O)c2ccc(S(=O)(=O)N3CCCCC3)cc2)cc1,i,i,i,/,i,i,i,6,i,i,i
Cc1cc(NC(=O)COn2nnc3ccc(S(C)(=O)=O)cc32)ccc1Br,i,i,i,/,i,i,i,-5,i,i,i
Cc1ccc(S(=O)(=O)NC(CC(C)C)C(=O)N2CC(C)OC(C)C2)cc1 (stereo not drawn),i,i,i,1,i,i,i,-2,i,i,i
Cc1cccc(NC(=O)c2c(C)nn(-c3ccccc3)c2Cl)c1,i,i,i,5,i,i,i,11,i,i,i
COC(=O)c1ccc2ncccc2c1,i,i,i,4,i,i,i,-7,i,i,i
CCOc1ccc(/C(O)=C2/C(=O)C(=O)N(CC3CCCO3)C2c2ccco2)cc1 (stereo not drawn),i,i,i,21,i,i,i,-1,i,i,i
COc1cccc(NC(=O)c2ccc(S(=O)(=O)N(C)C)cc2)c1,i,i,i,-11,i,i,i,-17,i,i,i
CCOC(=O)N1CCN(S(=O)(=O)c2ccc(C(=O)N(CCCN(C)C)c3nc4c(F)cc(F)cc4s3)cc2)CC1,i,-7.9*,i,-1,i,i,i,-10,i,i,i
COc1ccc(Cn2c(-c3ccc(Br)cc3)c[n+]3ccccc23)cc1,i,i,i,4,i,i,i,-3,-13*,i,i
CCOC(=O)Cc1csc(NS(=O)(=O)c2ccc(OC)cc2)n1,i,i,i,-3,i,i,i,3,i,i,i
CN(CCCNC(=O)c1cccn2c(=O)c3ccccc3nc12)Cc1ccccc1,i,i,i,0,i,i,i,9,-6.3*,i,i
Cc1ccc(N2CN=c3s/c(=C\c4cccnc4)c(=O)n3C2)cc1,i,i,i,?,i,i,i,2,i,i,i
NC(=O)C1CCN(C(=O)c2cccc(S(=O)(=O)N3CCc4ccccc4C3)c2)CC1,i,i,i,-3,i,i,i,-2,i,i,i
Cc1ccc(NC(=O)[C@H](NC(=O)[C@@H]2Cc3ccccc3CN2)c2ccccc2)c(C)c1,i,i,i,-3,i,i,i,-7,i,i,i
COc1ccc(C)cc1NC(=O)C(Sc1nnc(-c2ccncc2)n1-c1ccc(Cl)cc1)c1ccccc1 (stereo not drawn),i,i,i,5,i,i,i,23,i,i,i
CCOc1ccc(Nc2nc(Cl)nc(N3CCN(c4ccc(OC)cc4)CC3)n2)cc1,i,i,i,2,i,i,i,10,i,i,i
CCC(=O)N1CCCc2cc(S(=O)(=O)N3CCCc4ccccc43)ccc21,i,i,i,-1,i,i,i,-1,i,i,i
Cc1cc(C)n(Cc2ccc(Cl)c(Cl)c2)c(=O)c1S(=O)(=O)c1ccccc1,i,/,i,/,/,i,i,7,i,/,/
COC(=O)Cn1c(=NC(=O)C(C)C)sc2c(C)cc(C)cc21,i,i,i,0,i,i,i,-6,i,i,i
Cc1cccc(C)c1NC(=O)CNC(=O)Cc1ccc(Br)cc1,i,i,i,-5,i,i,i,-12,i,i,i
Cc1ccc(F)cc1NC(=O)CN1CCN(c2ccccn2)CC1,i,i,i,10,i,i,i,2,i,i,i
CN(C)c1ccc(NC(=O)CN2CCC(N3CCCCC3)CC2)cc1,i,i,i,-6,i,i,i,-4,i,i,i
Oc1ccc(CNc2ccccc2O)cc1,i,i,i,7,i,i,i,4,i,i,i
Cc1ccccc1-c1nnn(CC(=O)N2CCN(S(=O)(=O)c3ccc(Cl)cc3)CC2)n1,i,i,i,8,i,i,i,-2,i,i,i
COc1ccc(C(=O)NC2CC3CCCC(C2)N3CC(C)C)cc1 (stereo not drawn),i,i,i,2,i,i,i,4,i,i,i
CC(C)CN1CCC(=O)N(CCC#N)CC1,i,i,i,5,i,i,i,-7,i,i,i
O=C(Nc1ccc(N2CCN(C(=O)c3ccc(Cl)cc3)CC2)cc1)c1cccnc1,i,i,i,-3,i,i,i,6,i,i,i
CN(C)c1ccccc1C(=O)c1ccccc1N(C)C,i,i,i,9,i,i,i,-6,i,i,i
Cc1ccc(S(=O)(=O)Oc2cccc(/C=N/n3cnnc3)c2)cc1,i,i,i,-7,i,i,i,-2,i,i,i
COc1cc(/C=C/C(=O)O)cc(S(=O)(=O)Nc2cccc(S(=O)(=O)N3CCOCC3)c2)c1OC,i,i,i,2,i,i,i,-1,i,i,i
CC1=NN(C(C#N)c2ccc(F)cc2)C(c2ccccc2)C1 (stereo not drawn),i,i,i,6,i,i,i,4,i,i,i
COc1ccc(-n2c(N)cc(=O)[nH]c2=O)cc1,i,i,/,4,i,i,i,3,i,i,i
COc1ccc(NC(=O)CCCNC(=O)Cn2cnc3sc4c(c3c2=O)CCCC4)cc1OC,i,i,i,1,i,i,i,18,i,i,i
COc1ccc(N2CCN(c3nc(C)c(C)c(=O)[nH]3)CC2)cc1,i,i,i,-4,i,i,i,9,i,i,i
Cc1cc([N+](=O)[O-])ccc1NC(=O)c1cc2ccccc2o1,i,i,i,-3,i,i,i,-14,i,i,i
Cc1ccc(NC(=O)/C=C\C(=O)NCC(=O)O)cc1C,i,i,i,-1,i,i,i,2,i,i,i
Nc1c2c(nc3ccccc13)N(c1ccccc1)CC2,i,i,i,-96,i,i,i,2,-8*,i,i
Cc1ccc(CNC(=O)COc2ccc(C)nc2[N+](=O)[O-])cc1,i,i,i,-4,i,i,i,2,i,i,i
COC(=O)Cn1cnc2scc(-c3ccc(C)cc3)c2c1=O,i,i,i,8,i,i,i,-3,i,i,i
CCCn1c(SCC(=O)NCC)nc2sc3c(c2c1=O)CCC3,i,i,i,1,i,i,i,3,i,i,i
Nc1ccc(C(=O)c2cccs2)cn1,i,i,i,-2,i,i,i,-7,i,i,i
Nc1nc(-c2ccccc2)cs1,i,i,i,5,i,i,i,2,i,i,i
O=C(/C=C/c1ccc(Cl)cc1)Nc1ccc(CN2CCOCC2)cc1,i,i,i,7,i,i,i,-6,i,i,i
CCNc1nc(SCC(=O)OC)nc(N2CCOCC2)n1,i,i,i,-3,i,i,i,1,i,i,i
COc1cccc(N2CC(O)=C(c3ccccc3)C2=N)c1,i,i,i,5,i,i,i,-5,i,i,i
O=C(O)c1[nH]c2ccc(Cl)cc2c1CCN1C(=O)c2ccccc2C1=O,i,i,i,-2,i,i,i,10,i,i,i
CC(C)(CO)NCc1cccs1,i,i,i,-6,i,i,i,-10,i,i,i

# Random draw from the library; any-hit rate near 6.7%.
